# Screening data as filed in PubChem.
# GPR55 beta-arrestin: selective activators of receptor GPR55 – imaging, U2OS cells, beta-arrestin-GFP redistribution, primary screen (AID 1961); hit rate 0.048% among 290,000; activation, % at 10 µM; hits with a dose series show EC50 in µM; U2OS GPR55 beta-arrestin-GFP redistribution imaging; higher % means a stronger effect;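 active = activation above 40% with more than 50 cells counted in the well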;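 note: U2OS osteosarcoma cells stably expressing GPR55 and beta-arrestin-GFP; plate controls were DMSO negative control for no effect and LPI positive control for full effect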
# KOR beta-arrestin-1: kappa opioid receptor activators – cell-based, luminescence, uHTS, primary screen (AID 1777); KOR beta-arrestin recruitment, luminescence; higher % means a stronger effect; activation, % at 10 µM; hits with a dose series show EC50 in µM; hit rate 0.02% among 280,000; in the data active = activation above about 50%, passing the limit was not always enough; note: a part of the inactive calls stands beside numbers as strong as those of hits
# KOR beta-arrestin-2: KOR antagonists, beta-arrestin recruitment, cell-based, luminescence, uHTS (AID 1778); hit rate 0.091% among 290,000; KOR beta-arrestin recruitment, luminescence, antagonist mode; higher % means a stronger effect; inhibition, % at 10 µM; hits with a dose series show IC50 in µM; in the data active = inhibition above about 50%; note: strong numbers were not always called active
# GPR35 arrestin U2OS: GPR35 antagonists blocking zaprinast-driven arrestin recruitment, primary screen, imaging, U2OS, beta-arrestin-GFP, zaprinast agonist (AID 2058) | U2OS GPR35 beta-arrestin-GFP translocation imaging, zaprinast antagonism; higher % means a stronger effect | one-dose inhibition, % at 10 µM; IC50 in µM for titrated hits | hit rate 0.052% among 290,000;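 active = inhibition of at least 50% with at least 30 cells and total cytoplasm GFP at most 10,000,000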
# NTR1 agonist: NTR1-driven beta-arrestin-GFP spot formation – imaging, U2OS cells, high content, primary screen (AID 493036); agonist mode; activation, % at 20 µM; hit rate 0.17% among 330,000;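 active = activation at or above 40% of the spot to cytoplasm intensity ratio, with at least 20 cells analyzed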;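 note: 0% = DMSO without peptide and 100% = 100 nM NTR1 peptide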
# Target sequence (P30989 whole entry, looked up): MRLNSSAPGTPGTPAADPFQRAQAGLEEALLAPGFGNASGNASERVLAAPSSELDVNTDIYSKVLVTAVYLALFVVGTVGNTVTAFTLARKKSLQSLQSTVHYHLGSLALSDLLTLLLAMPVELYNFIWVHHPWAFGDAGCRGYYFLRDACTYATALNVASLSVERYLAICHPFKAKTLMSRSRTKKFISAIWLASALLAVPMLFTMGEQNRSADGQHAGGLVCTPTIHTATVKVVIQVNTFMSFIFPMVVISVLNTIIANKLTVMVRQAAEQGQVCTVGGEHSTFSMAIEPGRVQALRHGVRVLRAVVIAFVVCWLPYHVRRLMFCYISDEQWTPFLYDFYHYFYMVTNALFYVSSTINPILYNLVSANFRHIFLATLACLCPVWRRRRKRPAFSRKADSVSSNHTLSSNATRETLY
# GPR55 LPI antagonism: GPR55 antagonists blocking LPI-driven arrestin recruitment, primary screen, imaging, U2OS, beta-arrestin-GFP, LPI agonist (AID 2013) | hit rate 0.13% among 290,000 | one-dose inhibition, % at 10 µM; IC50 in µM for titrated hits | U2OS GPR55 beta-arrestin-GFP translocation imaging, LPI antagonism; higher % means a stronger effect;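 active = spots per cell inhibited over 60%, with over 100 cells counted and total cytoplasm intensity under 500,000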;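 note: U2OS cells stably carrying GPR55 and arrestin-GFP stimulated by 5 µM LPI near EC80; imaged beta-arrestin-GFP aggregate spots per cell after agonist stimulation; plate controls were LPI-stimulated DMSO wells for no effect and DMSO wells without LPI for full effect; some results filed as inactive read as strong as hits; confirmed hits need IC50 under 10 µM and bright autofluorescent wells are also inconclusive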
# Rac1 GTP hydrolysis: MgcRacGAP GTPase-activating activity inhibitors, confirmation, biochemical, ADP Hunter fluorescence; MgcRacGAP-stimulated Rac1 GTP hydrolysis, ADP Hunter fluorescence; higher % means a stronger effect; GST-tagged Rac1 F28L mutant substrate; one-dose inhibition, % at 30 µM; IC50 in µM for titrated hits; hit rate 0.6% among 340,000;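 active = first-screen hits whose inhibition reached a set limit at any dose in the follow-up dose series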;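 note: fluorescence reports GDP produced by GAP-driven GTP hydrolysis; strong numbers were not always called active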
# K1F lysis inhibition: inhibition of K1F phage lysis, E. coli UTI89, bacterial capsule biogenesis inhibitors, alamar blue (AID 488966); hit rate 0.02% among 340,000; one-dose inhibition, % at 100 µM; IC50 in µM for titrated hits; E. coli UTI89 K1F phage lysis, alamar blue, 2 h; higher % means a stronger effect;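 active = phage lysis inhibition, versus mean bacterial control, above a set limit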;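 note: capsule biogenesis inhibitors block K1F phage lysis so surviving cells raise fluorescence; higher fluorescence means more inhibition of phage lysis; actives were called in the ten point dose series up to 300 µM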
# NOD1 inhibition: NOD1 signaling inhibitors, primary screen, cell-based, luminescence, uHTS (AID 1578) | NOD1-driven NF-kB luciferase reporter cells, luminescence; higher % means a stronger effect | inhibition, % at 4 µM; hits with a dose series show EC50 in µM | hit rate 1% among 290,000; in the data active = inhibition mostly above about 36%, no sharp cut-off; inactive = mostly below about 34%;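 note: HEK-293T reporter cells stimulated with the NOD1 agonist gamma-tri-DAP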
# NTR1 agonist cell count 20 µM: also measured in NTR1 agonist; calls as there; cell count; measured here: cell count, cytotoxicity flag
# Numbers without * were called inactive; nt = no result given; [ ] = remark or other dose. An excerpt, so the mix of outcomes need not match the whole.
Molecule	GPR55 beta-arrestin	KOR beta-arrestin-1	KOR beta-arrestin-2	GPR35 arrestin U2OS	NTR1 agonist	NTR1 agonist cell count 20 µM	GPR55 LPI antagonism	Rac1 GTP hydrolysis	K1F lysis inhibition	NOD1 inhibition
COc1ccc(S(=O)(=O)N2CCOCC2)cc1NC(=O)c1ccc(-n2nc(C)cc2C)cc1	-0.1%	1.4%	31.8%	16.6%	3.5	62	0.8%	7.4%	0.2%	-2.2%
NC(=O)C1CCN(C(=O)CSc2nc3ccccc3[nH]2)CC1	0.0%	-5.4%	-11.9%	-0.4%	-9.6	22	2.7%	10.4%	-0.8%	-4.0%
CCN(CC)S(=O)(=O)c1ccc(NC(=O)COC(=O)c2c[nH]c(=O)[nH]c2=O)cc1	-1.5%	5.7%	10.5%	-15.1%	-0.6	65	3.8%	6.9%	0.4%	0.2%
Cc1cc(C)cc(-n2ncc3c2CCCC3NC(=O)c2ccccc2N2CCOCC2)c1 (stereo not drawn)	-0.1%	1.2%	-36.3%	-5.6%	-0.3	59	-1.6%	8.5%	4.6%	-10.9%
O=C(NC1CCSc2ccccc21)c1cccc(Cl)c1 (stereo not drawn)	0.0%	8.3%	-17.0%	6.9%	0.9	52	0.4%	6.6%	0.1%	-18.6%
COCc1cc(C)nc(SCC(=O)Nc2ccc3[nH]c(=O)[nH]c3c2)c1C#N	-0.2%	3.3%	-51.0%	-0.8%	0.7	47	-10.6%	1.4%	1.0%	-7.4%
CCn1c(SCC(=O)N(C)c2c(N)n(Cc3ccccc3)c(=O)[nH]c2=O)nc2ccccc21	-0.1%	0.2%	-0.7%	-1.5%	-0.7	52	5.0%	6.3%	0.2%	-5.7%
c1ccc(N2CCN(CC3CCCCC3)CC2)cc1	-0.3%	1.5%	-9.9%[20 µM]	0.0%	0.2	61	6.3%	-4.0%	-0.6%	-16.3%
c1cc2c(cc1C1CCCCC1)c1c3n2CCN=C3CCC1	-0.4%	-2.7%	0.3%	-6.1%	6.6	28	32.7%	-3.5%	-2.1%	-21.0%
COc1ccc(NC(=O)c2ccc(Cl)c(NC(=O)c3ccncc3)c2)cc1	-0.1%	-1.7%	7.6%[20 µM]	-0.2%	0.6	47	-5.5%	nt	nt	-13.6%
COc1cccc(-c2csc(N3CCN(C(=S)NCC(C)C)CC3)n2)c1	-0.1%	2.8%	-36.0%[20 µM]	1.0%	2.1	54	16.0%	8.2%	-1.1%	17.2%
S=C1NC2(CCCCC2)N=C1c1ccccc1	0.1%	5.7%	-16.7%	-5.9%	2.3	60	-2.3%	2.0%	-0.4%[50 µM]	-28.4%
CCOc1ccc(/C=N/NC(=O)c2csc(C)c2C)c(OCC)c1	0.1%	-2.6%	7.6%	-2.8%	6.5	80	7.1%	3.7%	0.7%[50 µM]	-29.8%
COc1cccc(NC(=O)Nn2cnnc2)c1	0.2%	-2.8%	-9.7%	13.5%	-0.6	70	23.7%	-13.6%	0.0%[50 µM]	-36.5%
CCCCn1c(N)c(N(Cc2ccccc2OC)C(=O)c2c(CC)noc2C)c(=O)[nH]c1=O	-0.1%	3.7%	-2.5%	0.4%	0.4	61	4.2%	2.1%	0.6%	-21.2%
Cc1noc(NS(=O)(=O)c2ccc(NC(=O)C34CCC(CC3)C4)cc2)c1C	1.2%	-3.1%	-33.2%	-0.2%	0.9	57	-1.5%	4.9%	-1.7%	-32.4%
CCCS(=O)(=O)n1nc(-c2ccc(Br)cc2)cc1N	0.5%	3.9%	5.4%	-0.1%	-0.1	82	2.3%	4.5%	-0.6%	-10.1%
CN(Cc1ccccc1)S(=O)(=O)c1ccc(OCC(=O)NCc2ccncc2)cc1	-0.2%	2.6%	-22.0%	-17.5%	0.9	57	-8.4%	-0.4%	0.1%	-5.0%
Cc1nnc(NC(=O)c2ccc3c(c2)C(=O)N(CC2CCCO2)C3=O)s1 (stereo not drawn)	-0.1%	-1.2%	-26.4%	4.5%	0.7	45	-5.7%	1.2%	7.5%	-6.9%
Cc1nn(CC(=O)NCC2CCCO2)c(=O)c2cc3ccccc3n12 (stereo not drawn)	-0.1%	5.8%	6.5%	-0.2%	0.1	67	14.5%	4.4%	0.3%	-24.2%
Cn1nnnc1SCCNCc1cccc2ccccc12	0.4%	-4.9%	-6.2%	-4.7%	-0.7	76	-2.3%	-1.6%	-1.0%	-19.3%
O=C(O)c1ccc2cccnc2c1O	-0.1%	5.7%	1.8%	-0.7%	-0.4	62	12.9%	-0.1%	0.0%	-11.2%
Cc1ccc(-c2csc3nc(C)n(N)c(=O)c23)o1	-0.1%	3.8%	2.9%	-11.9%	0.6	81	-6.2%	1.4%	-0.2%	-49.2%
CC(NC(=O)OC(C)(C)C)C(=O)Oc1ccc2ccc(=O)oc2c1 (stereo not drawn)	0.2%	0.1%	6.4%	6.6%	-0.8	62	3.9%	7.1%	5.1%	-20.3%
NC(=O)CSc1nc2cc(Cl)ccc2c(=O)n1C1CCCCC1	-0.2%	0.5%	-16.2%	2.7%	3.2	53	-2.2%	4.5%	-0.3%	-11.7%

# Next part; the last 4 above are carried over.
Molecule	GPR55 beta-arrestin	KOR beta-arrestin-1	KOR beta-arrestin-2	GPR35 arrestin U2OS	NTR1 agonist	NTR1 agonist cell count 20 µM	GPR55 LPI antagonism	Rac1 GTP hydrolysis	K1F lysis inhibition	NOD1 inhibition
O=C(O)c1ccc2cccnc2c1O	-0.1%	5.7%	1.8%	-0.7%	-0.4	62	12.9%	-0.1%	0.0%	-11.2%
Cc1ccc(-c2csc3nc(C)n(N)c(=O)c23)o1	-0.1%	3.8%	2.9%	-11.9%	0.6	81	-6.2%	1.4%	-0.2%	-49.2%
CC(NC(=O)OC(C)(C)C)C(=O)Oc1ccc2ccc(=O)oc2c1 (stereo not drawn)	0.2%	0.1%	6.4%	6.6%	-0.8	62	3.9%	7.1%	5.1%	-20.3%
NC(=O)CSc1nc2cc(Cl)ccc2c(=O)n1C1CCCCC1	-0.2%	0.5%	-16.2%	2.7%	3.2	53	-2.2%	4.5%	-0.3%	-11.7%
CC(C(=O)N1c2ccc(F)cc2CCC1C)N1C(=O)c2ccccc2C1=O (stereo not drawn)	0.5%	-1.8%	-41.0%	-15.0%	4.9	60	1.9%	0.4%	-0.4%	27.2%
COc1cc(CN2CCN(C(=O)c3cccc4ccccc34)CC2)cc(OC)c1OC	0.8%	-6.4%	-25.6%[20 µM]	13.9%	1.2	72	0.6%	39.7%	-1.3%	-29.0%
COc1ccc(NC(=O)c2cnn(-c3ccccc3)c2C)cc1OC	0.0%	-0.5%	16.0%	-5.3%	0.8	58	nt	8.6%	0.6%	-0.3%
Cc1cccc(OCc2nnc(SCC(=O)Nc3ccc(N4CCOCC4)cc3)o2)c1	-0.2%	-2.1%	-15.3%	-2.9%	-1.3	48	-3.1%	1.7%	0.7%	-13.0%
COc1cc(OC)c(/C=C2\SC(=O)N(CC(=O)Nc3ccccc3F)C2=O)c(OC)c1	-0.2%	-2.6%	4.2%[20 µM]	-2.3%	9.9	59	-19.8%	14.7%	0.4%	-21.7%
Cc1ccc(NC(=O)CSc2n[nH]c(C)c2[N+](=O)[O-])cc1	1.3%	2.7%	5.4%	-5.1%	-0.8	64	14.4%	-8.7%	1.6%[50 µM]	-32.8%
COc1ccc(CNC(=O)CCNS(=O)(=O)c2ccc3c(c2)oc(=O)n3C)cc1	0.5%	-5.5%	12.7%	23.0%	-0.5	64	-1.3%	5.8%	-0.1%	5.7%
CCC1=C(c2cc(OC)c(OC)c(OC)c2)C2(CCCC2)C(=O)O1	-0.3%	-3.7%	18.2%[20 µM]	-7.1%	-5.9	93	5.6%	9.1%	0.7%	23.1%
CCCC(=O)N=C1SC2CS(=O)(=O)CC2N1c1ccc(-c2nc3ccc(C)cc3s2)cc1 (stereo not drawn)	-0.2%	-0.3%	-5.3%	13.1%	12.4	52	-2.4%	6.9%	4.4%	-36.2%
Cc1ccc(NC2=Nc3ccccc3CC2)cc1	-0.2%	nt	-34.1%	5.1%	1.6	52	13.7%	12.9%	0.2%	6.9%
Cc1ccc(CSCc2ccc(C(=O)NC3CC3)o2)cc1	0.2%	6.1%	-27.2%	14.4%	0.8	69	7.3%	9.2%	0.5%	8.5%
CCN1CCN(c2nc3c(c(=O)n(C)c(=O)n3C)n2CCSc2nccc(C)n2)CC1	-0.3%	-1.9%	-21.4%	-12.0%	0.9	87	0.9%	3.7%	0.0%	7.6%
CCn1c(CCNC(=O)c2ccc(OC)cc2)nnc1SCc1ccc(Cl)c(Cl)c1	-0.3%	4.3%	35.4%	-6.6%	nt	nt	2.2%	6.5%	-0.4%[50 µM]	-19.0%
CCCN1CCN(CCCNC(=S)Nc2ccc(F)cc2)CC1	-0.2%	0.9%	-24.5%	-5.6%	1.6	49	1.1%	5.5%	-0.3%	-21.6%
Cc1cccc(-n2nc3c(c2NC(=O)c2cc4ccccc4o2)CS(=O)(=O)C3)c1	-0.1%	-0.5%	21.3%	3.7%	1.3	49	-1.4%	1.7%	1.9%[50 µM]	-23.8%
O=C1CC(SCc2nc3ccccc3[nH]2)C(=O)N1c1cccc(Cl)c1 (stereo not drawn)	-0.1%	-2.8%	12.6%	-7.3%	2.2	86	-2.9%	9.6%	0.4%	-5.6%
Cc1c(C#N)c(O)n(CCO)c(=O)c1N=Nc1ccc(S(N)(=O)=O)cc1	0.8%	-6.7%	26.1%	-13.4%	1.0	41	3.6%	3.8%	-0.4%	-13.0%
COc1ccc(OC)c(C2C(C#N)=C(N)Oc3c2c(C)nn3-c2ccc(C)cc2)c1 (stereo not drawn)	0.0%	-3.9%	6.6%	5.1%	0.0	62	12.4%	13.8%	0.2%	-2.3%
O=C(Nc1cccc(Br)c1)c1cc(S(=O)(=O)N2CCOCC2)cs1	-0.1%	8.4%	-12.9%	2.4%	2.5	74	14.2%	9.9%	1.5%[50 µM]	7.1%
